GLP1R cytotox – cytotoxicity in counter-screen for GLP-1R inverse agonists; HEK293 cAMP-luciferase reporter cells, luminescence, 24 h; Potency, µM (doses to about 38.3 µM), for inactives: at the top dose activity change, negative = inhibition, most hits filed as inhibitors; 0.13% of 410,000 active;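 also: loss of luciferase light is scored as toxicity; potency is read from the fitted curve at half-maximal effect; % is scaled to controls: 0 for no effect and ±100 for the full control effect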
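A 23 nL compound transfer followed 12 hours of cell culture at 37 deg C; exposure then lasted 24 hr. Luciferase assay detection reagent was dispensed and plates read for luminescence after a 12 min room-temperature wait.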
D3 ag – activates the human D3 dopamine receptor; D3R DiscoveRx beta-arrestin cells, luminescence, 90 min; max activation, %; 0.58% of 410,000 active; P35462; in the data active = max activation above about 30%; also: 0% is about no effect; mostly tested at two doses, the higher about 12 µM
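Agonist-mode cell screen: cells plated at 1500/well and incubated overnight at 37 °C, then exposed to library compounds for 90 min at 37 °C. Detection reagent was added for 30–60 min at room temperature, and luminescence was read.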
PLK1 PBD inh – PLK1 (human) polo-box domain binding inhibition. 2.8% of 360,000 active. Plk1 PBD binding of FITC phosphopeptide, fluorescence polarization. P53350. Potency, µM, for inactives: max response, negative = inhibition, hits mostly inhibitors. AID 720504; also: potency is read from the fitted curve at half-maximal effect; series mostly up to about 57 µM; % is scaled to controls: 0 for no effect and ±100 for the full control effect; nearly all actives have a fitted effect of over 65% in size
Target sequence (P53350 whole entry, looked up, the tested form may be a part): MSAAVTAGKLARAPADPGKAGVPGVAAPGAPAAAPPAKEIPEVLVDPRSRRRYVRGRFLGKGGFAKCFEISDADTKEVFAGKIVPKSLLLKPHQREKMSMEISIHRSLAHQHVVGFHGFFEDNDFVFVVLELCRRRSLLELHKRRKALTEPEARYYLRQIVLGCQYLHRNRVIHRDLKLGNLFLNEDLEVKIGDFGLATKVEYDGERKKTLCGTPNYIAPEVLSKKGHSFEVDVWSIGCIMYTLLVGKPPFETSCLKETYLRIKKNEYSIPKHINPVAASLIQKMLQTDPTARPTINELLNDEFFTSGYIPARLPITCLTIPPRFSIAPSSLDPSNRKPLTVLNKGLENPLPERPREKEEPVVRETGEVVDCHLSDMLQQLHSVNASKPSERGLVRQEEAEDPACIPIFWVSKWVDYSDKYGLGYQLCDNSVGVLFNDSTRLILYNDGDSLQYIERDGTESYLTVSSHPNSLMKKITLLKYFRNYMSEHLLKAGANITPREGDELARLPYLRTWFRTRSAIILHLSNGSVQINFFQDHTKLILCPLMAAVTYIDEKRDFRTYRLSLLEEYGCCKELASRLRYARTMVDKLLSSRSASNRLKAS
DRD3 antagonist – blocks the human D3 dopamine receptor; P35462; D3R cells, DiscoveRx beta-arrestin luminescence, antagonist mode; active compounds read low; max response, negative = inhibition, %; 2.5% of 360,000 active; AID 652054; in the data active = max response below about -50%; inconclusive = no clear call, values can overlap the other calls; also: % is scaled to controls: 0 for no effect and ±100 for the full control effect; mostly tested at two doses, the higher about 12 µM
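Cells plated overnight at 1500 cells/well, then exposed to library compounds with dopamine controls for 90 minutes at 37 degrees C. DiscoveRx reagent added for 30–60 minutes at room temperature; luminescence read, quantitative HTS format.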
WRN helicase inh – inhibitors of human WRN helicase. Potency, µM (highest dose often 114 µM), for the others: at the top dose activity change, negative = inhibition, usual class: inhibitors. WRN helicase unwinding, fluorescent forked duplex, kinetic. 0.46% of 360,000 active. Q14191; also: potency is read from the fitted curve at half-maximal effect; % is scaled to controls: 0 for no effect and ±100 for the full control effect; nearly all actives have a fitted effect of over 55% in size
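WRN at 20 nM final preincubated with compound 15 min at room temperature; reaction started with 100 nM fluorophore/quencher forked duplex oligonucleotide and 2 mM ATP final. Unwinding followed kinetically by red fluorescence (ex 525, em 598 nm).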
GLP1R ag – agonists of human GLP-1 receptor | 0.007% of 380,000 active | P43220 | Potency, µM (highest dose often 45.6 µM), for inactives: at the top dose activation, usual class: activators | HEK293 GLP-1R CRE-luciferase, luminescence, 4-6 h; cells express a hypersensitive GLP-1R form; also: potency is read from the fitted curve at half-maximal effect; % of control where 0% means no effect
Target sequence (P43220 whole entry, looked up): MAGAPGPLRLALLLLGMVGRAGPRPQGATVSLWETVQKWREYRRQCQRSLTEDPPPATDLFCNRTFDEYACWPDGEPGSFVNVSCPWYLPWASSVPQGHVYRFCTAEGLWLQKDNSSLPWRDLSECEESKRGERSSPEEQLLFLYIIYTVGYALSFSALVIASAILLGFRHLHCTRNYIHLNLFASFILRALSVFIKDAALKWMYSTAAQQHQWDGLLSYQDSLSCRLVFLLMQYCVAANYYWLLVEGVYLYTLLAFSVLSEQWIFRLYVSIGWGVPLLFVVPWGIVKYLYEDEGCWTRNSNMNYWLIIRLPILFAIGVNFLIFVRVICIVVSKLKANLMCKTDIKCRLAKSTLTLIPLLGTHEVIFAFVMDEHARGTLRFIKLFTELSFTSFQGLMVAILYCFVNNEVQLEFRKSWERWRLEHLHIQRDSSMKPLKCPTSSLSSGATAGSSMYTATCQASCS
GLP-1R inv ag – GLP-1 receptor (human) inverse agonism. P43220. HEK293 GLP-1R CRE-luciferase, luminescence, 24 h; GLP-1R form is constitutively active. Potency, µM (titrated, usually from 38.3 µM), inactives show top-dose activity change, negative = inhibition, most hits filed as inhibitors. 1.6% of 410,000 active; also: potency is read from the fitted curve at half-maximal effect; % is scaled to controls: 0 for no effect and ±100 for the full control effect; nearly all actives have a fitted effect of over 55% in size
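Inverse agonism was detected as reduced cAMP-driven luciferase luminescence after 24 h compound treatment. The cells were HEK293 clones expressing constitutively active human GLP-1R with the reporter. Reporter-only and GPR119 cell lines served as counterscreen controls.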
IL2 activator – activators of IL-2. IL-2 activation reporter assay, cell-based qHTS; stimulated with anti-CD3/CD4/CD28 beads; in transgenic mouse T cells. activation, % (series mostly up to about 46 µM). 0.065% of 360,000 active. AID 652025; in the data active = activation above about 50%; inconclusive = mostly about 30% to 49%; also: 0% is about no effect
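Quantitative HTS in unstimulated transgenic mouse T cells, with memory T cells as non-tolerant control and PMA/ionomycin as tolerance-bypass control. Compound pretreatment lasted 60 minutes before 18 h bead stimulation; EGFP/DsRed fluorescence read.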
PI5P4Ka inh – PI5P4K alpha (human) kinase inhibition; PI5P4Kalpha enzyme, ADP-Glo luminescence, 60 min; active compounds read low; max response, %; P48426; 1.2% of 330,000 active; active = max response of -50% or lower; inconclusive = between -30% and -50%; inactive = -30% or higher; also: value at the top dose of about 77 µM; % is scaled to controls: 0 for no effect and ±100 for the full control effect
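Luminescence from ADP-Glo served as readout of PI5P4Kalpha activity in a qHTS format. Reaction: enzyme, substrate, compound, ATP at 5 microM final, 60 min at RT.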
* marks the source's active call; other numbers are inactive results; u = inconclusive; x = not tested or not shown; [ ] = another dose, or the depositor's remark. Unless noted, calls follow the shape of the dose curve; as a rule, active = well fitted curve in the direction sought with a large enough effect; inconclusive = small, poorly fitted or top-dose-only effect, or another doubt; inactive = no such curve, though single readings can be large; an effect the other way counts as inactive or inconclusive.

Results follow in this order: PLK1 PBD inh, GLP-1R inv ag, GLP1R ag, GLP1R cytotox, D3 ag, WRN helicase inh, PI5P4Ka inh, DRD3 antagonist, IL2 activator
- O=C(NCCc1ccccc1)C1CCCN1S(=O)(=O)c1ccc(F)cc1 (stereo not given)
    2%, 5%, -5%, -5%, 11, 1%[57.1 µM], x, 23, -0.4
- CC(=O)Nc1ccc(Br)cc1C(=O)C(=O)O
    -1%, 18%, -5%, 14%, -10, -12%, -4, -22, 6.6
- COc1ccc2c(CC(=O)OCC(=O)Nc3sc4c(c3C#N)CCC(C)C4)coc2c1 (stereo not given)
    -10%, 14%, 2%, 1%, 4, -1%, 11, 3, 1.1
- CC(Sc1nnc(NC2CCCCC2)s1)C(=O)Nc1ccc2c(c1)C(=O)c1ccccc1C2=O (stereo not given)
    u, u, 3%, -6%, 17, -20%, u, 4, -4.4
- O=C(NC12CC3CC(CC(C3)C1)C2)c1ccccc1
    -8%, u, 15%, -4%, 12, 7%, -2, 14, -1.0
- O=[N+]([O-])c1cccc(-c2noc(-c3cccs3)n2)c1
    -8%, 5%, 10%, 8%, 0, 1%, -2, 34, 1.2
- CN1CCN(C(=O)C2CC(c3ccc(F)cc3)=NO2)CC1 (stereo not given)
    -1%, -15%, 2%, -16%, -9, -6%, 2, -17, -4.2
- OC1(C(F)(F)F)CC(O)(C(F)(F)F)n2nc(-c3ccccc3)cc2N1 (stereo not given)
    -2%, 0%, 9%, 0%, 12, 0%, x, -5, 1.3
- CC(C)OCCCNC(=O)CCCn1c(=O)[nH]c2ccsc2c1=O
    x, 6%, 0%, 0%, 1, x, x, x, x
- O=C(Nc1ccccc1)N1CCCN(c2ccc(C(F)(F)F)cc2[N+](=O)[O-])CC1
    -7%, 7.9µM*, 3%, 0%, -3, -1%, 15, -27, -1.7

One compound at a time, from the list above. Order of screens: PLK1 PBD inh, GLP-1R inv ag, GLP1R ag, GLP1R cytotox, D3 ag, WRN helicase inh, PI5P4Ka inh, DRD3 antagonist, IL2 activator
Profile of CC(C)OCCCNC(=O)CCCn1c(=O)[nH]c2ccsc2c1=O : x, 6%, 0%, 0%, 1, x, x, x, x
Profile of CC(Sc1nnc(NC2CCCCC2)s1)C(=O)Nc1ccc2c(c1)C(=O)c1ccccc1C2=O (stereo not given) : u, u, 3%, -6%, 17, -20%, u, 4, -4.4
Profile of CN1CCN(C(=O)C2CC(c3ccc(F)cc3)=NO2)CC1 (stereo not given) : -1%, -15%, 2%, -16%, -9, -6%, 2, -17, -4.2
Profile of OC1(C(F)(F)F)CC(O)(C(F)(F)F)n2nc(-c3ccccc3)cc2N1 (stereo not given) : -2%, 0%, 9%, 0%, 12, 0%, x, -5, 1.3

The listing picks up with the four entries that preceded the break.
Results follow in this order: PLK1 PBD inh, GLP-1R inv ag, GLP1R ag, GLP1R cytotox, D3 ag, WRN helicase inh, PI5P4Ka inh, DRD3 antagonist, IL2 activator
- CN1CCN(C(=O)C2CC(c3ccc(F)cc3)=NO2)CC1 (stereo not given)
    -1%, -15%, 2%, -16%, -9, -6%, 2, -17, -4.2
- OC1(C(F)(F)F)CC(O)(C(F)(F)F)n2nc(-c3ccccc3)cc2N1 (stereo not given)
    -2%, 0%, 9%, 0%, 12, 0%, x, -5, 1.3
- CC(C)OCCCNC(=O)CCCn1c(=O)[nH]c2ccsc2c1=O
    x, 6%, 0%, 0%, 1, x, x, x, x
- O=C(Nc1ccccc1)N1CCCN(c2ccc(C(F)(F)F)cc2[N+](=O)[O-])CC1
    -7%, 7.9µM*, 3%, 0%, -3, -1%, 15, -27, -1.7
- O=C(c1ccccc1)c1cc2cc(Cl)ccc2[nH]1
    0%, -4%, 25%, -16%, 19, 2%, 3, 1, -0.7
- CCc1nc(Nc2ccc3c(c2)OCCO3)c2oc3ccccc3c2n1
    -5%, 0%, 2%, -5%, -1, -4%, 0, 0, 3.8
- CCCCN(C(=O)C1CCN(C(=O)c2ccccc2C)CC1)c1c(N)n(CC(C)C)c(=O)[nH]c1=O
    -10%, 11%, -2%, 15%, 8, -9%, 6, -6, -0.7
- Cc1cccc2cc(C(c3nnnn3Cc3ccccc3)N3CCN(c4ccccc4)CC3)c(=O)[nH]c12 (stereo not given)
    1%, -25%, 3%, -6%, -10, -4%, -2, 21, -0.3
- NC(=O)C1CCN(C(=O)c2ccc(NC3=NC4CS(=O)(=O)CC4S3)cc2)CC1 (stereo not given)
    -4%, 2%, -1%, 3%, 5, -3%, 8, 13, -2.5
- O=C(CSc1nnnn1-c1ccc2c(c1)OCCO2)N1CCc2ccccc21
    -1%, -19%, 4%, -24%, 2, -8%[57.1 µM], x, 4, -2.0
- COC(=O)c1c(NS(=O)(=O)c2cccs2)sc2c1CCCC2
    -12%, -9%, -12%, -11%, -4, -13%, -22, -57*, 7.3
- Nc1c(C(=O)CSc2nccn2-c2cccc(F)c2)c(=O)[nH]c(=O)n1C1CC1
    -1%, 2%, 7%, -3%, 2, -4%, -1, -21, 0.9
- O=C(Nc1ccc(Nc2ccccc2)cc1)C(Cl)Cl
    -9%, -12%, 17%, -1%, 1, 0%, 0, -9, -1.7
- Cc1cccc(Cl)c1OCCCn1ccnc1
    -6%, -7%, 13%, 1%, -6, -3%, -3, u, -1.3
- Cc1nn(-c2ccc(F)cc2)c(Cl)c1/C=C(/CC(=O)O)c1nc2ccccc2s1
    u, u, 3%, -5%, 0, -7%, 2, -8, 0.6
- Cn1c(-c2c(N)n(CCc3ccccc3)c3nc4ccccc4nc23)nc2ccccc21
    -5%, u, -6%, 428%[activator], 46*, -14%, x, 24, -3.4
- NC(=O)/C(=C/c1ccc2c(c1)OCO2)NC(=O)c1ccco1
    7%, 18%, 4%, 14%, 5, 5%, 10, 2, 0.1
- CC(=O)Nc1ccc(S(=O)(=O)N2CCC(C(=O)NCCC(=O)Nc3nccs3)CC2)cc1
    -2%, 0%, 4%, 0%, 5, -3%, 2, 2, 0.7
- Cc1ccc(NC(=O)C2CCCN(c3ncnc4c3nc3n4CCCCC3)C2)cc1Cl (stereo not given)
    -3%, u, 15%, -19%, -8, -4%, 1, -8, -4.4
- CC(C)(C)NS(=O)(=O)c1ccc(NC(=S)NC(=O)C2CC2)cc1
    1%, -34%, 19%, u, 0, 6%, -2, -1, 1.3
- Cc1cc(C)nc(SCc2nc3ncccn3c2Br)n1
    -9%, 87%[activator], 12%, 0%, 2, -24%[57.1 µM], 4, -52*, -2.0
- Cc1ccc(OCC(=O)NNC(=O)c2ccc(-n3cncn3)c([N+](=O)[O-])c2)cc1
    3%, 13%, -7%, 1%, 12, -9%, 1, -8, -1.9
- CCN(CC)c1ccc(S(=O)(=O)N2CCOCC2)cc1NC(=O)CSc1nnc(N)s1
    -5%, 18%, -5%, -7%, -18, -12%, 8, 0, -2.6
- Cc1ccc(O)c(CCc2ccccc2)n1
    5%, 21%, 0%, -3%, 4, -7%, 1, -1, -1.0
- CCOCCn1c(-c2ccc(OC)cc2)nc2ccccc21
    -5%, 6%, 8%, -4%, 1, 7%, 1, -17, -2.0
- COCOc1cc(O)c(C(=O)/C=C/c2ccc(OCOC)c(OCOC)c2)c(OCOC)c1
    -1%, -28%, 9%, 1%, 32*, 2%, 5, 3, -0.6
- COc1cc([N+](=O)[O-])cc2cc(C(=O)N3CCN=C3c3ccccc3)c(=O)oc12
    -14%, 15%, -4%, 5%, 1, -5%, 1, -7, -0.1
- O=C1Nc2ccc([N+](=O)[O-])cc2OC1CCN1CCN(c2ccccc2)CC1 (stereo not given)
    -13%, 11µM*, 0%, -22%, -24, -8%, -4, -51*, -3.2
- Cc1ccc(-c2nnn(CC(=O)N(c3ccc(F)cc3)C(C(=O)NC3CCCC3)c3ccco3)n2)o1 (stereo not given)
    -7%, 0%, -16%, -2%, -13, -4%, x, -25, 2.1
- CC1CCN(C(=S)Nc2cccc(S(=O)(=O)N(C)C)c2)CC1
    -7%, -2%, 7%, 5%, 9, 3%, 1, 4, -0.6
- Cc1cccc(/C(N)=N/OC(=O)c2ccc(F)cc2)c1
    -4%, 15%, -2%, -17%, 8, -21%, -15, 0, -0.5
- O=C(O)c1ccccc1NS(=O)(=O)c1cccc2cccnc12
    -8%, 6%, -13%, 11%, -6, -4%, -6, 14, 0.8
- Cc1cc(C)c(C)c(Cn2c(CO)nc3ccccc32)c1C
    -1%, u, -3%, -10%, 10, -13%, 16, 16, -0.4
- CCOc1cc(CN2CCN(S(=O)(=O)Cc3ccccc3)CC2)ccc1OC
    -8%, -15%, 20%, -16%, -2, 16%, 5, 5, -0.5
- CC(C)CN1CCNC(=O)C1CC(=O)NCCc1ccc(C(F)(F)F)cc1 (stereo not given)
    -9%, u, 8%, 0%, 6, -4%, -8, -3, -0.4
- CC(=O)Nc1cccc(NC(=O)c2cccc(OCc3ccccc3)c2)c1
    -8%, u, 2%, 3%, -5, -2%, -1, 4, 2.0
- O=C(N/N=C\c1ccc(Cl)cc1)c1sccc1-n1cccc1
    0%, -15%, -1%, -16%, 2, 2%, -7, -8, 0.7
- COC(=O)c1ccc(NC(=S)NCCCN2CCCC2=O)cc1
    -3%, 16%, -4%, -20%, -10, -4%, 1, 3, -0.7
- Cc1ccccc1N(C(=O)CNC(=O)c1cccs1)C(C(=O)NC1CCCC1)c1ccncc1 (stereo not given)
    1%, -2%, 8%, 3%, 8, -3%, 0, -6, -2.0
- COc1ccc(NC(=O)N(C)C[C@H]2OCCCC[C@@H](C)Oc3ccc(N(C)C)cc3C(=O)N([C@H](C)CO)C[C@@H]2C)cc1
    -19%, -4%, -5%, -6%, 10, -2%, -1, 24, -2.5
- Cc1c(F)cccc1NS(=O)(=O)c1ccc(N2CCCC2=O)cc1
    -13%, -3%, 2%, 0%, 9, -5%, -14, 6, -2.3
- Cc1cc(Cl)c(S(=O)(=O)NC2CCCC2)cc1OCC(N)=O
    -5%, 0%, -7%, 5%, 5, -8%, -6, 26, -3.1
- CN1CCN(NC(=O)c2cc(-c3ccc(Cl)s3)nc3ccccc23)CC1
    -12%, u, 9%, 16%, -10, 1%, 2, u, 0.8
